Screening results deposited in PubChem BioAssay by several laboratories.
14-3-3 Bad inh – disrupts binding of bovine 14-3-3 zeta to phospho-Bad peptide; inhibition, % at 21.7 µM; P63103; hit rate 0.71% among 220,000; TR-FRET 14-3-3zeta/Dy647-pBad peptide displacement, 1 h;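 active means inhibition above about 70%, limit read from the data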;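 further: 0% = full 14-3-3 plus peptide FRET controls and 100% = background without 14-3-3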
Rad51 HR inh – Rad51 (human) homologous recombination inhibition. Q06609. hRad51 DNA strand exchange, fluorescence dequenching. inhibition, % at 10 µM. hit rate 0.085% among 200,000;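 active means inhibition above 40% at the single screening dose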;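 further: 0% = DMSO control wells and 100% = blanks with heterologous ssDNA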
Target sequence (Q06609 whole entry, looked up): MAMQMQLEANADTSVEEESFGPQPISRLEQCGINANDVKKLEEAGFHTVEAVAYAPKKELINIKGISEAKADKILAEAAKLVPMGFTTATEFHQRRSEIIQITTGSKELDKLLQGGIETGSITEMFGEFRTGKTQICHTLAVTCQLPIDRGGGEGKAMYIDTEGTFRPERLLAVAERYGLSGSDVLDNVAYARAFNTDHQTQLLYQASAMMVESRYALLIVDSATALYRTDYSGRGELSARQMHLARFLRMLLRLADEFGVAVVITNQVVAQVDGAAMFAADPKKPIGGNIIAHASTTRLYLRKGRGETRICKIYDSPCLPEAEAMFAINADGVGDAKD
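material = hRad51 filaments on single-stranded DNA | timing = filaments 15 min 37 °C, then compound 30 min | signal = FRET fluorescence dequenching, excitation 485 nm, emission 520 nm | benchmarks = control wells and blank wells on each plate | evaluation = percent inhibition relative to plate controls and blanks | compound = 10 µM final, single point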
Mdm2 ligase inh – blocks human Mdm2 ubiquitin ligase activity; Q00987; cell-based MDM2 ubiquitination luciferase reporter, 2 h; 0 = plate control, 100 = twice control, blank-subtracted; signal enhancement, % at 5 µM; hit rate 0.11% among 210,000; AID 1230;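 active means signal enhancement of 30% or more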;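 further: luminescence tracks abundance of the self-degrading MDM2-luciferase fusion protein; higher signal means inhibition of MDM2 E3 ligase activity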
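Material: Stable MDM2–luciferase fusion reporter cells | Amount: 2000 cells seeded into each well | Dosing: One concentration, 5 µM, with 0.2% DMSO | Incubation: 4 h cell settling then 2 h compound exposure, 37 °C | Measured by: Luciferase luminescence | Read-out basis: % enhancement relative to plate controls after blank subtraction | Benchmarks: Control and blank well means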
FXIIa inh – inhibitors of human coagulation factor XIIa; purified FXIIa, Boc-QGR-AMC fluorogenic substrate, 2 h; AID 800; hit rate 0.3% among 220,000; inhibition, % at 5 µM; P00748; in the data active means inhibition above about 40%;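 further: 0% = enzyme with no compound and 100% = blank without enzyme; many of its hits are not listed in these tables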
Target sequence (P00748 20-372 limits assumed): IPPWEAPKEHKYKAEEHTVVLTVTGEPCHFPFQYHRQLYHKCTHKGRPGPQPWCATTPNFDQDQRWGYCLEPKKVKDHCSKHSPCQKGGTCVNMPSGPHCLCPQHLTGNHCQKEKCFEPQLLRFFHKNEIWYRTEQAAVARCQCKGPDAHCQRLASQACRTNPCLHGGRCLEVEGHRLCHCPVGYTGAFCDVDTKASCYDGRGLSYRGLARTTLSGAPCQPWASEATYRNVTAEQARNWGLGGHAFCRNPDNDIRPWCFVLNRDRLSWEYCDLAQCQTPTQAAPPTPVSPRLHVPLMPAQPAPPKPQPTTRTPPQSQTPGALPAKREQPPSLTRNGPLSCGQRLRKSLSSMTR
Target sequence (P00748 373-615 limits assumed): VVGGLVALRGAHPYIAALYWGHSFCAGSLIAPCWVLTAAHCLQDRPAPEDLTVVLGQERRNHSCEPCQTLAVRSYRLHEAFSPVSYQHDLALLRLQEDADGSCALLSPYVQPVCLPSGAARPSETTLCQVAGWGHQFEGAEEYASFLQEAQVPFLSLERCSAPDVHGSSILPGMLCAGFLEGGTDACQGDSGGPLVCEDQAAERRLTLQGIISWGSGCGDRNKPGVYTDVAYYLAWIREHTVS
hK5 inh – kallikrein 5 (human) inhibition. recombinant hK5, fluorogenic AMC substrate cleavage. inhibition, % at 5 µM. Q9Y337. hit rate 0.59% among 210,000;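 active means inhibition of 40% or more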;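 further: 0% = enzyme controls without compound and 100% = no-enzyme blanks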
FXIa inh 1536 – blocks human coagulation factor XIa protease activity. inhibition, % at 5 µM. hit rate 0.14% among 220,000. P03951. purified FXIa, Boc-Glu-Ala-Arg-AMC fluorogenic substrate;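 active means inhibition of at least 40%; inactive means inhibition below 40%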;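 further: fluorescence of freed AMC excited at 355 nm; 0% = enzyme without compound and 100% = no enzyme blank; many of its hits are not listed in these tables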
Wee1 degr inh – inhibitors of human Wee1 degradation; P30291; AID 1321; reporter increase, % at 5 µM; HeLa Luc-Wee1K328M stability, luciferase luminescence; 100% = proteasome inhibitor MG132 effect; hit rate 1.2% among 220,000;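 active means activation above the mean of all tested compounds plus 3 SD, set per screening run, cut at about 8.8% in these data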;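 further: cells exposed to compound for 20 h before luminescence read; 0% = DMSO alone and 100% = MG132 at 30 µM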
eIF4E 4G PPI – eIF4E/eIF4G interaction inhibition in translation initiation. P63073+Q04637. TR-FRET eIF4E-eIF4GI(517-606) binding, 2 h. inhibition, % at 21.7 µM. hit rate 0.37% among 220,000;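 active means inhibition above about 30%, limit read from the data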;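 further: 0% = full FRET control wells and 100% = background wells lacking eIF4GI fragment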
p97 inhibitor – human p97 ATPase inhibition; P55072; recombinant p97 ATPase, Kinase-Glo ATP luminescence, 3 h; inhibition, % at 8 µM; hit rate 0.42% among 220,000; in the data active means inhibition above about 15%;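 further: 0% = DMSO vehicle and 100% = wells lacking enzyme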
* hit, by the source's call; · = no result given; [ ] = remark or other dose.

SMILES | 14-3-3 Bad inh | Rad51 HR inh | Mdm2 ligase inh | FXIIa inh | hK5 inh | FXIa inh 1536 | Wee1 degr inh | eIF4E 4G PPI | p97 inhibitor
O=C(O)C1CCCCN1S(=O)(=O)c1ccc(Cl)s1 (configuration not stated) | 4 | -4 | -5 | -4 | 33 | -9 | 0 | 0 | 6
Cc1ccc(OCC(=O)NNC(=S)NCc2ccccc2)cc1 | -11 | -2 | 2 | 9 | 1 | 1 | 4 | -2 | 1
Cc1ccc(C)c(N(CC(=O)Nc2ccccc2C(=O)NCc2ccco2)S(=O)(=O)c2ccccc2)c1 | -12[fluorescence artefact?] | 3 | -18 | 1 | -9 | -6 | -1 | 3 | 2
COC(=O)c1nnn(CC(=O)Nc2ccc(C)c(F)c2)c1C(=O)OC | 10 | -2 | -2 | 0 | -29 | 0 | 1 | -2 | -6
CC1(C)CC(=O)C2=C(C1)N1CCCCC1CC2=O (configuration not stated) | 4[fluorescence artefact?] | -39 | -2 | 14 | 6 | 7 | -2 | -2 | 2
CN(CCO)C(=O)C(c1ccccc1)c1ccccc1 | 0 | -1 | -74 | 4 | 2 | 1 | -2 | -5 | 6
CCc1nnc(NC(=O)CSc2nc3cccnc3n2Cc2ccccc2)s1 | 0[fluorescence artefact?] | -5 | -7 | 15 | -9 | 7 | 0 | 0[fluorescence artefact?] | -3
Cc1cc(=O)cc(C)[nH]1 | 0[fluorescence artefact?] | -6 | -8 | 24 | -22 | -2 | -2 | 1[fluorescence artefact?] | 4
CCNC(=S)NS(=O)(=O)c1ccccc1 | 38[fluorescence artefact?] | 1 | 5 | 21 | -18 | 7 | 0 | 3[fluorescence artefact?] | -4
O=C1c2ccccc2C(=O)N1CCN1CCCCC1 | 2[fluorescence artefact?] | · | -1 | 25 | 51* | 1 | -2 | -7[fluorescence artefact?] | -4
CCc1ccc(OCC(=O)N/N=C(\C)c2ccc(OC(F)F)cc2)cc1 | -1[fluorescence artefact?] | 5 | 0 | 14 | -18 | 8 | 0 | 2 | 2
COC(=O)c1cccc(NC(=O)CCc2cc(OC)c(OC)c(OC)c2)c1 | 2 | 3 | -3 | 6 | -20 | 2 | 2 | 3 | 4
CCN(CC(=O)Nc1ccc2c(c1)OCCO2)Cc1cc(=O)oc2c(C)c(C)ccc12 | 2 | -6 | -17 | 8 | 12 | 2 | 1 | 2 | -1
CCOC(=O)c1nc(Nc2ccccc2)c2ccccc2n1 | 1 | · | 4 | 14 | 3 | 4 | -2 | 5 | -6
Cc1[nH]n(-c2ccccc2)c(=O)c1C=NCc1ccncc1 | -11 | · | 4 | 5 | -2 | 0 | -4 | -4 | 3
CCOC(=O)c1ccc(NC(=O)C(=O)NCC2(c3ccc(OC)cc3)CCOCC2)cc1 | 46 | · | -3 | -1 | -4 | 0 | -1 | 7 | 3
COC(=O)Cn1c(=NC(=O)C2COc3ccccc3O2)sc2cc(S(N)(=O)=O)ccc21 (configuration not stated) | 2[fluorescence artefact?] | 7 | -8 | 4 | -7 | -4 | -1 | 6 | 0
CC(=O)Nc1ccc(N2CCN(C(=O)c3cccs3)CC2)cc1 | 5 | -9 | -18 | 26 | -27 | 18 | 3 | -5 | -2
C/C(=N\NC(=O)c1c(Cl)c(C)nn1C)c1cccc(NC(=O)COc2ccccc2)c1 | 20 | 4 | -8 | 9 | -5 | 3 | -3 | 0 | 0
CCCOc1ccc(C(O)CCNC(CC(=O)O)c2ccccc2)cc1 (configuration not stated) | 6 | -8 | 7 | 11 | 5 | 19 | -1 | -10 | 2
Cc1ccc2nsnc2c1S(=O)(=O)N(Cc1ccco1)Cc1cc2cccc(C)c2[nH]c1=O | 12[fluorescence artefact?] | 0 | -5 | 11 | -15 | 9 | 8 | 3 | 4
CN(CC(=O)O/N=C(\N)c1ccccn1)S(=O)(=O)c1ccc(Br)cc1 | 11[fluorescence artefact?] | 0 | 1 | 10 | -19 | 11 | -2 | 4[fluorescence artefact?] | -6
CC(C)c1ccccc1NC(=O)Cn1c(-c2ccccc2Cl)nc2ccccc21 | 9 | 0 | 6 | 10 | -11 | 15 | -2 | 4 | 4
CN(C)c1ccc(NC(=O)CCCc2ccccc2)cc1 | 10 | -6 | -34 | 3 | 5 | -4 | 6 | 0 | 0
CC(C)C[C@H](NC(=O)c1nc[nH]c1C(=O)N(C)Cc1ccccc1)C(=O)OCc1ccccc1 | -24 | -7 | · | 6 | -2 | -1 | -2 | -3 | 1

Additional structures:
SMILES | 14-3-3 Bad inh | Rad51 HR inh | Mdm2 ligase inh | FXIIa inh | hK5 inh | FXIa inh 1536 | Wee1 degr inh | eIF4E 4G PPI | p97 inhibitor
NC(=O)CN1CCN(S(=O)(=O)c2ccc(Br)cc2)CC1 | -4 | 9 | -11 | 4 | -10 | -6 | 1 | -2 | 2
COc1ccc(OCC(=O)Nc2ccccc2C(=O)NC(C)C)cc1 | -1 | 1 | -9 | 4 | -3 | -2 | 2 | 0 | 0
Cc1cccc(NC(=O)C(c2ccccc2Cl)N2CCOCC2)c1 (configuration not stated) | -9 | 6 | -7 | 9 | 2 | 1 | -1 | 0 | 4
O=C1NC(=O)/C(=C\c2ccc(Cl)nc2)S1 | -12 | 7 | -7 | 7 | -2 | -1 | -3 | 1 | 5
O=C1c2cccc3cccc(c23)C(=O)N1Cc1ccccc1 | 1 | -8 | -2 | 10 | 7 | 6 | -1 | -1 | -4
O=C(NCC1CCCO1)c1cncc(Br)c1 (configuration not stated) | 1 | 4 | 0 | 5 | 2 | 1 | 1 | 3 | 3
CN(CCO)c1cc(N2CCC3(CC2)OCCO3)c2nonc2c1[N+](=O)[O-] | -18 | 3 | -6 | 8 | -17 | 5 | 0 | 4 | 6
O=C(NCc1ccccc1)C1(c2ccccc2)CCN(S(=O)(=O)c2ccccc2)CC1 | 9 | · | -3 | 2 | 7 | -32 | 0 | 6[fluorescence artefact?] | -2
COc1cc(/C=C(/C#N)C(=O)Nc2ccccc2)c(Br)cc1OCc1ccc(C(=O)O)cc1 | 4 | 17 | -12 | 10 | 0 | 0 | 4 | -1 | -1
Cc1nc2ccccc2nc(=O)c1NNc1ccc([N+](=O)[O-])cc1 | 32 | · | 1 | 6 | -2 | 1 | -3 | 0 | -1
Cc1nc(C/C(=N\N)c2ccc(O)cc2O)cs1 | -26 | 11 | 4 | 8 | -1 | -2 | 0 | 3 | 5
CC(C)Oc1ccc(C2CC(=O)N(c3ccc(C(=O)O)cc3)C2=O)cc1 (configuration not stated) | -2 | -5 | -5 | 6 | -10 | -5 | 2 | 3 | 7
O=C(NC1CCS(=O)(=O)C1)C1CCCN(S(=O)(=O)c2ccc(Cl)cc2)C1 (configuration not stated) | 6 | 8 | -7 | 7 | -8 | -6 | -2 | 2 | -4
COc1ccc(C2NC(=O)c3n[nH]c(C)c32)c(OC)c1 (configuration not stated) | -1 | -3 | -2 | 12 | -8 | 0 | 0 | 0 | 4
COc1cc(-c2c(C#N)c(=O)[nH]c3c2c(C)nn3-c2ccccc2)ccc1O | 16 | -10 | -10 | 0 | -8 | -1 | 3 | 3 | 9
CC(C)(C)c1ccc(OCCNC(=S)NC(=O)c2cccnc2)cc1 | -12 | 10 | -5 | 8 | 2 | 5 | 1 | -2 | 9
C=CCN(c1ccc(C(=O)N2CCN(c3ccc(F)cc3)CC2)cc1)S(C)(=O)=O | -21[fluorescence artefact?] | 11 | -12 | 14 | 5 | 4 | 3 | -1 | -3
Cc1nc(N2CCCCC2)sc1C(=O)c1ccc(Cl)c([N+](=O)[O-])c1 | -2 | 6 | -6 | 8 | -2 | 0 | 0 | -3 | 2
COc1ccc(Cn2nnnc2CN2CCc3ccccc32)cc1 | -8 | 1 | -14 | 11 | -17 | -2 | 3 | -11 | -2
COc1cccc(C(=O)C2CCCN(Cc3cn(C)nc3-c3ccccc3)C2)c1 (configuration not stated) | 1 | · | -6 | 9 | 15 | 0 | 1 | 0 | 1
CC12CCC(C(=O)Nc3nccs3)(OC1=O)C2(C)C (configuration not stated) | -14 | -3 | 0 | 18 | 4 | 2 | -1 | 1[fluorescence artefact?] | -1
CCCc1c2ccccc2nc2ccccc12 | -14 | 9 | -25 | 13 | -13 | 7 | 0 | 6 | -2
CC1CCC2(CC1)NC(=O)N(CC(=O)c1cccn1C)C2=O (configuration not stated) | 74* | -1 | -4 | 4 | -3 | -5 | 4 | -1[fluorescence artefact?] | 1
CC(C)(C)C(=O)NC(=S)Nc1ccccc1C(=O)Nc1ccccc1 | -3 | -6 | -17 | -3 | -84 | -11 | -4 | -4 | 3
CC(C)n1c(SC2CCOC2=O)nc2ccccc21 (configuration not stated) | -15 | · | -11 | 5 | 5 | 3 | -3 | -9 | 0

3 neighbouring compounds out of the list so far:
SMILES | 14-3-3 Bad inh | Rad51 HR inh | Mdm2 ligase inh | FXIIa inh | hK5 inh | FXIa inh 1536 | Wee1 degr inh | eIF4E 4G PPI | p97 inhibitor
CC1CCC2(CC1)NC(=O)N(CC(=O)c1cccn1C)C2=O (configuration not stated) | 74* | -1 | -4 | 4 | -3 | -5 | 4 | -1[fluorescence artefact?] | 1
CC(C)(C)C(=O)NC(=S)Nc1ccccc1C(=O)Nc1ccccc1 | -3 | -6 | -17 | -3 | -84 | -11 | -4 | -4 | 3
CC(C)n1c(SC2CCOC2=O)nc2ccccc21 (configuration not stated) | -15 | · | -11 | 5 | 5 | 3 | -3 | -9 | 0

The list continues:
SMILES | 14-3-3 Bad inh | Rad51 HR inh | Mdm2 ligase inh | FXIIa inh | hK5 inh | FXIa inh 1536 | Wee1 degr inh | eIF4E 4G PPI | p97 inhibitor
CCc1nc(OCc2ccco2)c2sc3nc4c(cc3c2n1)COC(C)(C)C4 | -3[fluorescence artefact?] | 7 | -11 | -13 | -1 | 2 | 5 | 2[fluorescence artefact?] | -5
CNC(=S)N/N=C/c1ccco1 | 1 | 12 | -40 | 13 | 4 | 3 | -1 | -1 | 4
O=C(NNC(=O)c1cccs1)c1ccncc1 | -9 | · | -14 | 8 | 0 | -1 | -2 | -4 | 1
Cn1cc(C(=O)N2CCN(C(=O)c3ccco3)CC2)c2c3ccccc3n(C)c2c1=O | -7 | 5 | -15 | 4 | -11 | -8 | -1 | 0 | -10
CCOC(=O)c1sc(SC)c2c1CCCC2=O | -1 | -5 | -12 | 5 | -7 | -9 | 0 | 2 | 4
COc1ccc(NC(=O)NCCCN2CCCC2=O)cc1 | 4 | -1 | -5 | 13 | -6 | 4 | 0 | -3 | 5
COc1cccc2sc(NNC(=O)COc3ccccc3)nc12 | -8 | 13 | -10 | 1 | -20 | -5 | 3 | 5 | -3
CN(/N=C/c1cc([N+](=O)[O-])ccc1O)c1ccccc1 | -8 | 2 | 2 | 8 | -17 | 7 | -2 | 14[fluorescence artefact?] | 1
O=C(NC1CCCCCCC1)C1CCN(c2nc3ccccc3o2)CC1 | 9 | 0 | -11 | 16 | -18 | 12 | 1 | -2 | 10
CCOC(=O)c1c(C2CCN(C(=O)OCC)CC2)nc2ccccn12 | -5 | 6 | -19 | 9 | -6 | 6 | 1 | -2 | -8
Cc1ccc(C)c(/C=N/Nc2ccccn2)c1 | -11 | 4 | -23 | 8 | 11 | 15 | -2 | 2 | 2
COC(=O)c1ccc(N2C(=O)C3CC(C)=C(C)CC3C2=O)cc1 (configuration not stated) | -13 | · | -3 | 14 | 2 | 2 | 1 | -1 | 1
COc1ccc(C)cc1NC(=O)C1CCCCC1C(=O)O (configuration not stated) | 6[fluorescence artefact?] | -1 | -12 | 14 | -21 | 1 | -1 | -3[fluorescence artefact?] | 5
